Screening data from PubChem.
UTI89 phage lysis – inhibition of K1F phage lysis, E. coli UTI89, bacterial capsule biogenesis inhibitors, alamar blue (AID 488966); E. coli UTI89 K1F phage lysis, alamar blue, 2 h; higher % means a stronger effect; inhibition, % at 100 µM, or IC50 in µM where a hit was titrated; actives 0.02% (n = 340,000);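 active means phage lysis inhibition, versus mean bacterial control, above a set limit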;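 further: capsule biogenesis inhibitors block K1F phage lysis so surviving cells raise fluorescence; higher fluorescence means more inhibition of phage lysis; actives were called in the ten point dose series up to 300 µM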
PMI inhibition – human PMI inhibitors, high substrate, primary screen, biochemical, fluorescence intensity, high mannose 6-phosphate (AID 1220); Mannose-6-phosphate isomerase (Homo sapiens); recombinant PMI enzyme, coupled fluorescence intensity; higher % means a stronger effect; inhibition, % at 20 µM, or IC50 in µM where a hit was titrated; actives 0.66% (n = 190,000)
P. falciparum M17LAP – P. falciparum M17LAP inhibitors, primary screen, biochemical, fluorogenic H-Leu-NHMec substrate, 1536-well (AID 1619); recombinant M17LAP, H-Leu-NHMec fluorogenic kinetic assay; higher % means a stronger effect; actives 0.38% (n = 220,000); Leucine aminopeptidase (Plasmodium falciparum (isolate 3D7)); inhibition, % at 30 µM; hits with a dose series show IC50 in µM;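 active means compound inhibiting the enzyme by more than half at any dose during confirmatory dose-response retesting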;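 further: plate controls were full reaction with DMSO carrier for no effect and no enzyme background for full effect; strong numbers were not always called active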
RSV antiviral HEp-2 – RSV antiviral activity via CPE protection, HEp-2 cells, primary 10 µM value included (AID 2391); CPE inhibition, % at 10 µM; hits with a dose series show IC50 in µM; actives 0.13% (n = 310,000); HEp-2 cells, RSV-induced CPE inhibition; higher % means a stronger effect; in the data active means a potency from the dose series; further: strong numbers were not always called active
P. falciparum M1AAP – P. falciparum M1AAP inhibitors, biochemical, fluorogenic H-Leu-NHMec substrate, 1536-well (AID 1445) | one-dose inhibition, % at 30 µM; IC50 in µM for titrated hits | recombinant M1AAP, H-Leu-NHMec fluorogenic kinetic assay; higher % means a stronger effect | actives 0.42% (n = 220,000);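 active means primary inhibition above the hit cutoff, then over 50% inhibition at one or more dose response concentrations, cut at about 23% in these data, passing the limit was not always enough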;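 further: plate controls were DMSO full reaction for no effect and no enzyme background for full effect; strong numbers were not always called active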
PMI inhibitors – inhibitors of human PMI, primary screen, biochemical, fluorescence intensity, coupled assay (AID 1209). purified PMI enzyme, coupled fluorescence intensity; higher % means a stronger effect. actives 0.42% (n = 190,000). inhibition, % at 20 µM, or IC50 in µM where a hit was titrated;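 further: plate controls were DMSO vehicle for no effect and wells lacking substrate for full effect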
T cell HTS – modulators of CD8 T cell-vesicle binding, primary screen, mouse 2C CD8+ T cells, flow cytometry | 2C CD8+ T cell-vesicle binding; active compounds read low | calls only at 7 µM | actives 0.068% (n = 330,000);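 active means response, share of CD8 T cells binding vesicles, and their 90th percentile fluorescence all below set limits, cut at about 80% in these data, passing the limit was not always enough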
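Test system: purified 2C TCR transgenic mouse naive CD8+ T cells. Probe or stimulus: QL9-peptide-loaded Drosophila micro-vesicles bearing Ld, ICAM-1 and B7-1. Incubation: binding step 1.5 h, 37 °C, antibody labelling 20 min, ice. Measured by: flow cytometry of vesicle-bound cells.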
TNAP activation fold – human TNAP enzyme activators, primary screen, biochemical, luminescent, no phosphate acceptor, uHTS (AID 1001) | actives 0.03% (n = 200,000) | activation fold at 20 µM, or EC50 in µM where a hit was titrated | Alkaline phosphatase, tissue-nonspecific isozyme (Homo sapiens) | purified TNAP, luminescent activation assay, no phosphate acceptor; higher activation fold means a stronger effect; in the data active means activation fold from about 3, or a potency from the dose series; inactive means the rest, 99 in 100 with activation fold below about 1.6; further: many of its hits are not listed in these tables
West Nile antiviral – West Nile virus antiviral activity, cell-based, CPE readout (AID 1621); West Nile virus-infected cells, CPE inhibition; higher % means a stronger effect; actives 0.02% (n = 290,000); CPE inhibition, % at 10 µM, or IC50 in µM where a hit was titrated; in the data active means a potency from the dose series; further: strong numbers were not always called active
T cell HTS vesicle-bound % – recorded beside T cell HTS, whose call it bears; double positive events, %; measured here: CD8+ vesicle-bound cell fraction;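 binding gate set so that unloaded-vesicle control wells show 10% double positive cells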
The depositor's hits bear a star; i = inactive; / = no result given; [ ] = remark or other dose. Unless noted, no stated cut-off is given here; in the data, active means inhibition above about 50%; inactive means the rest.

Below each compound: P. falciparum M1AAP, T cell HTS vesicle-bound %, UTI89 phage lysis, PMI inhibition, P. falciparum M17LAP, T cell HTS, West Nile antiviral, TNAP activation fold, PMI inhibitors, RSV antiviral HEp-2
CCCSc1nc2cc(OC)c(OC)cc2c(=N)n1CCCN1CCOCC1
    7%, 19, -0.2%, -4%, 3%, i, 0.1%, 1.1, 0%, -2.1%
O=C(Cc1ccccc1)NN1C(=O)/C(=C/c2ccccc2C(=O)O)SC1=S
    18%, 33, 0.2%, -4%, 29%, i, -0.1%, 1.1, -6%, 2.1%
CCc1ccc(N2CC(C(=O)Nc3ccc(S(=O)(=O)N4CCCCC4)cc3)CC2=O)cc1 (stereo not drawn)
    /, 53, 0.2%, /, /, i, -0.9%, /, /, 12%
C[C@@H](NCCc1ccc(O)cc1)[C@@H](O)c1ccc(O)cc1
    /, 29, 2.9%, /, /, i, 3.1%, /, /, 1.6%
COc1cc(OC)cc(C(=O)NCCSC2CCCCC2)c1
    -7%, 49, -1.1%, 2%, 1%, i, -0.4%, 1.1, 8%, 0.1%
CCOC(=O)c1sc2nc(CN3CCN(c4cccc(C(F)(F)F)c4)CC3)[nH]c(=O)c2c1C
    2%, 64, 0.2%, 1%, 7%, i, -0.3%, 1.3, 2%, 0.2%
CCC(=O)Nc1nnc(S(=O)(=O)N(C)c2ccccc2)s1
    /, 30, -1.8%[50 µM], /, /, i, -0.3%, /, /, 0.6%
COc1cc(C(C)=O)ccc1COc1ccc(C(=O)OCC(=O)NC(C)(C)C)cc1OC
    6%, 57, 3.8%, 3%, 6%, i, -0.2%, 1, 13%, 5.0%
O=C(/C=C/c1ccc(-c2cccc([N+](=O)[O-])c2)o1)N1CCOCC1
    12%, 4, /, /, 13%, i, 0.7%, /, /, /
CCCn1c(CC)nc([N+](=O)[O-])c1Sc1ccc(C)cc1
    9%, 22, -0.5%, 11%, -7%, i, 2.8%, 1, 20%, -0.6%
Cc1ccc(C2CC2C(=O)NNC(=S)Nc2cccc(C)c2)cc1 (stereo not drawn)
    -15%, 37, 0.0%, -5%, 3%, i, -1.0%, 1.6, -7%, 1.5%
CCN(CC)S(=O)(=O)c1ccc2[nH]c(=O)cc(C(=O)Nc3ccc(C)cc3)c2c1
    1%, 17, 0.2%, -9%, 0%, i, 2.9%, 1.1, -8%, 3.7%
O=C(Cc1ccc(Cl)cc1)NCC(=O)N1CCN(c2ccccc2)CC1
    /, 8, -0.1%, /, /, i, 0.0%, /, /, 2.6%
COc1ccc(CCNC(=O)CSc2nnc3ccc(-c4cccnc4)nn23)cc1
    2%, 30, 0.3%, -7%, 0%, i, 0.0%, 1.1, -1%, 0.7%
CCOC(=O)/C(C#N)=C/c1c(N2CCN(c3ccccc3)CC2)nc2ccccn2c1=O
    /, 26, -1.0%[50 µM], /, /, i, -2.2%, /, /, 4.4%
COc1ccc(/C=C2\SC(=O)N(CC(=O)NC3C=CS(=O)(=O)C3)C2=O)cc1 (stereo not drawn)
    /, 44, 0.1%, /, /, i, -0.2%, /, /, -0.3%
CCN(CC(=O)Nc1ccc(OC)c(OC)c1)S(=O)(=O)c1ccc(C)cc1
    2%, 38, 0.8%, 14%, -4%, i, -0.5%, 1.1, 16%, 1.8%
O=C(CN1CCN(c2ccccc2O)CC1)Nc1cc([N+](=O)[O-])ccc1Cl
    6%, 34, 0.5%, 47%, 4%, i, 0.9%, 0.9, 8%, 0.7%
O=C(CC1C(=O)NCCN1Cc1ccccc1C(F)(F)F)NCCn1cccn1 (stereo not drawn)
    /, 51, 0.5%, 0%, /, i, -0.6%, 1.1, -6%, 0.5%
Cc1[nH]c2ccccc2c1/C=N/Nc1ccc([N+](=O)[O-])cc1S(=O)(=O)Nc1ccc(Cl)cc1
    10%, 27, 5.1%, -5%, 7%, i, -0.3%, 0.7, 5%, 1.3%
Cn1cccc1/C=N/NC(=O)Cc1cccc2ccccc12
    3%, 27, 1.0%, -6%, 1%, i, 0.2%, 1, -9%, 14%
O=C(CN1C(=O)c2ccccc2S1(=O)=O)c1cccc(Br)c1
    /, 18, 0.1%[50 µM], /, /, i, 0.2%, /, /, 2.3%
Cc1ccc(C)c(NC(=O)CSc2nncn2C)c1
    /, 49, 0.0%, /, /, i, -0.2%, /, /, 2.1%
O=C(NCC1CCCO1)c1cc(Br)c(Br)s1 (stereo not drawn)
    /, 6, 0.5%[50 µM], /, /, i, -0.5%, /, /, 0.6%
COCCn1c(SCC(=O)Nc2ccccc2F)nc2c(c1=O)SCC2
    /, 69, 1.7%[50 µM], /, /, i, -0.4%, /, /, 0.5%
CCOc1ccccc1NC(=O)c1cc(S(=O)(=O)N2CCC3(CC2)OCCO3)ccc1F
    -6%, 18, 2.4%, 14%, -2%, i, -0.3%, 1, 16%, 3.9%
O=C(Cc1cccc2ccccc12)N/N=C/c1ccc(F)cc1
    3%, 20, 0.6%, 3%, 4%, i, -0.4%, 1, 3%, 0.9%
C(=Nc1ccc(N2CCOCC2)cc1)c1c[nH]c2ccccc12
    0%, 22, 0.5%, /, 2%, i, -0.3%, /, /, 1.1%
Cn1c2ccc(F)cc2c2ncn(CCCN(CCO)CCO)c(=O)c21
    5%, 34, 1.8%, -2%, -3%, i, -0.1%, 0.9, -1%, -2.1%
CCN(CC)c1ccc(/C=c2\sc3nnc(-c4ccccc4Cl)n3c2=O)cc1
    4%, 60, 0.4%, 6%, 1%, i, -0.2%, 0.6, 10%, 4.5%

Going on with the list.
Below each compound: P. falciparum M1AAP, T cell HTS vesicle-bound %, UTI89 phage lysis, PMI inhibition, P. falciparum M17LAP, T cell HTS, West Nile antiviral, TNAP activation fold, PMI inhibitors, RSV antiviral HEp-2
O=C1c2ccccc2C(=O)N1CCc1nc2ccccc2c(=O)n1Cc1ccco1
    2%, 42, 1.4%, -4%, -5%, i, -0.2%, 1.1, -6%, 2.0%
Cc1ccc(Cn2nc(C)c(NC(=O)C3CC3)c2C)cc1
    2%, 31, 0.7%, -2%, 16%, i, -0.9%, 1.1, -3%, 0.2%
COC(=O)c1sc(N)c(C(=O)OC)c1COC(=O)[C@@H](NS(=O)(=O)c1cccc(Cl)c1)C(C)C
    4%, 46, 5.9%, 4%, 17%, i, -0.3%, 1.1, 22%, 6.7%
COc1cccc(C(=O)NCCCNC(=O)c2ccco2)c1
    /, 22, -0.2%, /, /, i, 1.5%, /, /, 2.0%
COc1ccc(N(CC(=O)NN=C2CCCCCCC2)S(=O)(=O)c2ccccc2)cc1Cl
    6%, 15, 1.5%, 9%, 15%, i, 0.6%, 1.1, 17%, 0.0%
CCOc1ccc2[nH]c(=O)c(CN(CCN3CCCC3)C(=S)Nc3ccccc3OC)cc2c1
    13%, 65, 0.7%, 10%, 28%, i, -1.0%, 1.1, 6%, -1.8%
Cn1c(=O)oc2cc(S(=O)(=O)Nc3ccc(Cl)cc3F)ccc21
    5%, 28, -3.0%, -16%, -15%, i, 0.1%, 1.1, -13%, 0.3%
CCCNC(=O)N1CCN(Cc2ccco2)CC1
    -4%, 54, 0.2%, 16%, -3%, i, 0.9%, 1.1, 18%, 2.5%
Cn1c(CN2CCOCC2)nnc1SCc1ccc(C#N)cc1
    3%, 29, 0.4%, -12%, 4%, i, -0.1%, 1.1, -6%, 4.8%
CCOc1ccc(-c2nnn(CC(=O)NCc3ccccc3)n2)cc1
    4%, 41, -1.5%, -10%, -6%, i, -0.9%, 1.1, -9%, 1.0%
O=C(Nc1nc(-c2cc3ccccc3o2)cs1)c1ccc(S(=O)(=O)N2CCCC2)cc1
    15%, 47, -0.1%, 1%, 11%, i, -0.1%, 1, 0%, 11%
CCCN1CCN(C(=O)c2ccc(Sc3ccc(C)cc3)c(NC(C)=O)c2)CC1
    0%, 4, 8.2%, 5%, 21%, i, -0.9%, 1, 8%, -0.8%
CC(C)N(Cc1ccccc1)C(=S)Nc1ccc(F)cc1
    1%, 52, 0.4%, -4%, 1%, i, -0.3%, 1.1, -8%, 0.5%
Cc1ccsc1C1Nc2ccccc2C(=O)N1O (stereo not drawn)
    0%, 29, 1.5%, -87%, 10%, i, 0.0%, 1, -79%, 1.3%
FC(F)(F)c1nnc2sc(-c3cccs3)nn12
    3%, 4, 0.4%, 4%, -9%, i, 0.5%, 1.1, 4%, 17%
CCn1nc(NC(=O)c2ccncc2)c2cc3cc(C)ccc3nc21
    8%, 54, -0.6%, 19%, -7%, i, 0.7%, 1.1, 10%, 5.6%
O=C(CCCCn1c(=O)c2ccccc2n(CC(=O)Nc2ccccc2)c1=O)NCc1ccco1
    2%, 42, 0.3%[50 µM], 0%, 3%, i, 0.2%, 1.1, 5%, 2.8%
Cc1nc2cc(NS(=O)(=O)c3ccccc3F)ccc2s1
    -4%, 19, 0.3%, /, 1%, i, 0.3%, /, /, 3.8%
CN(Cc1cccc(Cl)c1)C(=O)C1CCC(=O)N(C2CC2)C1 (stereo not drawn)
    /, 27, -0.1%, /, /, i, 1.2%, /, /, 5.3%
O=C(NC(=S)Nc1ccc(N2CCOCC2)cc1)c1cccs1
    9%, 7, -0.6%, 14%, 22%, i, -1.3%, 0.9, 13%, 1.2%
Cc1c(C(=O)NN2CCCCC2)nn(-c2ccc(Cl)cc2Cl)c1-c1ccc(I)cc1
    -7%, 13, /, 13%, -5%, i, 1.2%, 1.1, 14%, -1.8%

Laid out differently: entries from further up.
> COc1cccc(C(=O)NCCCNC(=O)c2ccco2)c1
  P. falciparum M1AAP: /	T cell HTS vesicle-bound %: 22	UTI89 phage lysis: -0.2%	PMI inhibition: /	P. falciparum M17LAP: /	T cell HTS: i	West Nile antiviral: 1.5%	TNAP activation fold: /	PMI inhibitors: /	RSV antiviral HEp-2: 2.0%
> COc1ccc(N(CC(=O)NN=C2CCCCCCC2)S(=O)(=O)c2ccccc2)cc1Cl
  P. falciparum M1AAP: 6%	T cell HTS vesicle-bound %: 15	UTI89 phage lysis: 1.5%	PMI inhibition: 9%	P. falciparum M17LAP: 15%	T cell HTS: i	West Nile antiviral: 0.6%	TNAP activation fold: 1.1	PMI inhibitors: 17%	RSV antiviral HEp-2: 0.0%
> CCOc1ccc2[nH]c(=O)c(CN(CCN3CCCC3)C(=S)Nc3ccccc3OC)cc2c1
  P. falciparum M1AAP: 13%	T cell HTS vesicle-bound %: 65	UTI89 phage lysis: 0.7%	PMI inhibition: 10%	P. falciparum M17LAP: 28%	T cell HTS: i	West Nile antiviral: -1.0%	TNAP activation fold: 1.1	PMI inhibitors: 6%	RSV antiviral HEp-2: -1.8%
> Cn1c(=O)oc2cc(S(=O)(=O)Nc3ccc(Cl)cc3F)ccc21
  P. falciparum M1AAP: 5%	T cell HTS vesicle-bound %: 28	UTI89 phage lysis: -3.0%	PMI inhibition: -16%	P. falciparum M17LAP: -15%	T cell HTS: i	West Nile antiviral: 0.1%	TNAP activation fold: 1.1	PMI inhibitors: -13%	RSV antiviral HEp-2: 0.3%
